Screens (PubChem)
Epigenetic mod: epigenetic modulators derepressing GFP locus in mouse cells. mouse C127i GFP locus derepression, cytometry, 30 h. Potency, µM (doses to about 46.1 µM), for inactives: at the highest dose GFP derepression (activation). 0.09% of 68,000 active. AID 597; further: % of control where 0% means no effect
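Derepression screen: silenced CMV-GFP reporter in murine C127i cells, 30 h compound incubation at 37 C, washed cells imaged by laser-scanning cytometer to enumerate GFP-expressing objects of 20 to 120 um.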
UbGFP stabilizer: inhibits proteasome, raising ubiquitin-GFP reporter fluorescence; Ubiquitin-GFP reporter cells, proteasome inhibition, GFP fluorescence; response scale: untreated = 0%, 10 µM MG-132 = 100%; Potency, µM (highest dose often 45.9 µM), without a hit: at the top dose activation (GFP accumulation), hits mostly activators; 67,000 tested, under 10 active; active means well fitted activation curve with a large enough effect, not every such curve was filed as active; inconclusive means small, poorly fitted or top-dose-only effect, or another doubt; inactive means no such curve, though single readings can be large or run the other way; further: potency means the concentration at half of the fitted maximal effect
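GFP accumulation read-out: laser plate cytometry counting ubiquitin(G76V)-GFP-expressing U2OS cells after 4 hr compound exposure at 37 °C. Titrations spanned 46 uM to 2.9 nM; 0% = basal, 100% = 10 uM MG-132; concentration-response curves fitted.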
Pol III holo inh: DNA polymerase III holoenzyme inhibition. 0.25% of 71,000 active. Potency, µM (doses to about 57.1 µM), inactives show at the top dose activity change, negative = inhibition. reconstituted DNA polymerase III holoenzyme replication, biochemical; further: potency means the concentration at half of the fitted maximal effect; on the % scale 0 is the no-effect control and ±100 the full control effect
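Reconstituted *E. coli* holoenzyme (0.35 nM Pol III, 1 nM beta, 154 nM SSB, 2 nM primase) was preincubated with compound for 15 min at RT. Synthesis on 1.4 nM ssM13Gori ran 35 min, then was stopped with PicoGreen/EDTA and read as dsDNA fluorescence.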
FLuc inh: blocks Photinus pyralis firefly luciferase activity; P08659; purified firefly luciferase, luminescence, 8 min; Potency, µM (highest dose often 57.1 µM), for the others: top-dose activity change, negative = inhibition, actives largely listed as inhibitors; 2.2% of 72,000 active; AID 411; further: potency means the concentration at half of the fitted maximal effect; on the % scale 0 is the no-effect control and ±100 the full control effect; nearly all actives have a fitted effect of over 40% in size
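Luminescence read-out after 8 min at room temperature; enzyme reaction used luciferin plus 10 uM ATP (linear range) in imidazole buffer pH 7.2 with KCl, MgCl2, Tween 20 and BSA. Each sample was run as a titration.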
CRE Fsk mod: CRE-bla signaling modulation under forskolin stimulation; 2.5% of 71,000 active; Potency, µM (doses to about 38.2 µM), without a hit: top-dose activity change, negative = inhibition, usual class: activators; CHO CRE-bla reporter (cAMP response element driving beta-lactamase), forskolin EC10, beta-lactamase ratio; active means well fitted activation curve with a large enough effect in the signal ratio, with a control signal flat, not every such curve was filed as active; inconclusive means small, poorly fitted or top-dose-only effect, or effect the other way, or a change in a side signal; the % refers to the signal ratio; further: potency means the concentration at half of the fitted maximal effect; % of control where 0% means no effect
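Cells were plated overnight at 37 °C, exposed to compound titrations plus EC10 NKH 477 for 3 h, then given CCF4 dye for 2 h at room temperature. Blue/green (460/530 nm) ratio was converted to %Activity and AC50 values calculated.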
Tau filament bind: tau filament binding; AID 596; 2% of 71,000 active; recombinant tau filaments, thioflavin S fluorescence, 15 h; filaments grown with octadecylsulfate alongside compound; P10636; Potency, µM (top dose mostly 57.1 µM), inactives show at the highest dose activity change, negative = inhibition;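 further: potency means the concentration at half of the fitted maximal effect; on the % scale 0 is the no-effect control and ±100 the full control effect; actives lower thioflavin S fluorescence by blocking filaments or displacing dye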
Target sequence (P10636 whole entry, looked up): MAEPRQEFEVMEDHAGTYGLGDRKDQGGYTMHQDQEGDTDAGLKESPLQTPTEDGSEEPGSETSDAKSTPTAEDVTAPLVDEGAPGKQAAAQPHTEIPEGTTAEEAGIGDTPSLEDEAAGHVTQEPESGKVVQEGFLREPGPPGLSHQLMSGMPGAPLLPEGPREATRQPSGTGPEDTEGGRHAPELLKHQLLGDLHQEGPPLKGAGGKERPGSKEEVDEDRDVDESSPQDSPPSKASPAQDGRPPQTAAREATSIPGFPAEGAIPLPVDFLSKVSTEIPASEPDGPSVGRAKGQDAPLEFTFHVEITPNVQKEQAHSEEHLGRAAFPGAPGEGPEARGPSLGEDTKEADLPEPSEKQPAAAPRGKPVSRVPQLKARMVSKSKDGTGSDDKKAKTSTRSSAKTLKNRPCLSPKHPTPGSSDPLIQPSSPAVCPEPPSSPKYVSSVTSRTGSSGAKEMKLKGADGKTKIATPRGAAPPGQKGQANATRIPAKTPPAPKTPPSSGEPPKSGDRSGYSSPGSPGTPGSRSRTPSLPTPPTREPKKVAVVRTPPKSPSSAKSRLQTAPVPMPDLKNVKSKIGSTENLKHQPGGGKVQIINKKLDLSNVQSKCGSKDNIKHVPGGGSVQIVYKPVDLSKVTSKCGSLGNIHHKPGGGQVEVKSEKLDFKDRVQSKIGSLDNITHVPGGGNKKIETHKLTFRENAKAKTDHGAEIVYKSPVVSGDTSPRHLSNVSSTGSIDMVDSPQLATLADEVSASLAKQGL
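Tau 2 uM in ThS buffer dispensed; compound added; 60 uM ODS added (finals 1 uM tau, 30 uM ODS); 15 h 37 C; fluor ex450/em510.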
ERK AVP block: blocks ERK signaling stimulated by vasopressin. 0.99% of 72,000 active. Potency, µM (doses to about 57.5 µM), for the others: at the highest dose activity, negative = inhibition, actives largely listed as inhibitors. HEK293-V1b, vasopressin-stimulated pERK AlphaScreen; further: potency means the concentration at half of the fitted maximal effect; on the % scale 0 is the no-effect control and ±100 the full control effect; nearly all actives have a fitted effect of over 55% in size
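qHTS, compounds titrated on V1b-expressing HEK293 cells. Preincubation 30 min at 37C, vasopressin 25 nM for 5 min, lysis 10 min, bead incubation 5 hr at room temperature.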
Hsp90 Hop PPI: changes Hsp90-Hop TPR2A binding signal, up or down. Potency, µM (top dose mostly 57 µM), inactives show at the top dose activity change, negative = inhibition. AID 595. 0.44% of 71,000 active. AlphaScreen TPR2A-His6 binding biotin-Hsp90 C-terminal peptide; active means well fitted curve in either direction with a large enough effect; inconclusive means small, poorly fitted or top-dose-only effect, or another doubt; further: potency means the concentration at half of the fitted maximal effect; on the % scale 0 is the no-effect control and ±100 the full control effect; many of its hits are not listed in these tables
HADH2 inh: inhibitors of human HADH2 dehydrogenase; Q99714; AID 886; 3.4% of 73,000 active; recombinant HADH2, NADH fluorescence, beta-hydroxybutyryl-CoA; Potency, µM (highest dose often 57.1 µM), without a hit: at the top dose activity change, negative = inhibition, usual class: inhibitors; further: potency means the concentration at half of the fitted maximal effect; on the % scale 0 is the no-effect control and ±100 the full control effect; nearly all actives have a fitted effect of over 60% in size; many of its hits are not listed in these tables
Target sequence (Q99714 whole entry, looked up, one chain of several): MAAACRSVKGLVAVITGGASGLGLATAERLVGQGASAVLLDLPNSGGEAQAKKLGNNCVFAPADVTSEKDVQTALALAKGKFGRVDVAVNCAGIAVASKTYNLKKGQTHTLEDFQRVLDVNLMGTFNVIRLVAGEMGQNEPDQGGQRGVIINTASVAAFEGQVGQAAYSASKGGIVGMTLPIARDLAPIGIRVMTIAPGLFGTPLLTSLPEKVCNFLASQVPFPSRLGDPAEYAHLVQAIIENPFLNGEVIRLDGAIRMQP
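NADH fluorescence (ex 360/em 450 nm) read every 30 s for 4 min; activity taken as last-minus-first time point difference. Enzyme 20 nM, NAD+ 1 mM, beta-hydroxybutyryl-CoA 90 uM, pH 9.0 Tris buffer.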
15-hLO inh: blocks human 15-lipoxygenase activity; purified 15hLO-1, xylenol orange hydroperoxide absorbance; Potency, µM (top dose mostly 57.1 µM), inactives show top-dose activity change, negative = inhibition, actives largely listed as inhibitors; 1.4% of 74,000 active; further: potency means the concentration at half of the fitted maximal effect; on the % scale 0 is the no-effect control and ±100 the full control effect; nearly all actives have a fitted effect of over 55% in size
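Inhibition is scored from a chromogenic endpoint. After 15 min enzyme-compound contact, arachidonic acid (50 uM final) reacts 6 min with 40 nM 15hLO-1 at room temperature, then Fe-XO reagent is added for 30 min and absorbance ratio recorded.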
HBB splicing: hemoglobin beta splicing modulation; HBB splicing reporter cell assay, activation; EGFP reporter with mutant IVS2-654 intron; response scale: normalised to 500 nM splice-correcting PNA; Potency, µM (highest dose often 46.1 µM), without a hit: at the highest dose activation, usual class: activators; 0.06% of 65,000 active; AID 925; further: potency means the concentration at half of the fitted maximal effect; 0% is about no effect
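HeLa cells stably expressing EGFP interrupted by mutant beta-globin intron 2 (IVS2-654), 500/well in 2% FCS. Treated with compound for 2 days at 37C. Splicing correction scored as total well GFP intensity (488 nm excitation, 500-520 nm emission); 500 nM antisense PNA served as control.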
* hit, by the source's call; ? = inconclusive; / = no result given; [ ] = another dose, or the depositor's remark. Unless noted, the call rests on the fitted dose curve; in most records, active means well fitted curve in the direction sought with a large enough effect; inconclusive means small, poorly fitted or top-dose-only effect, or another doubt; inactive means no such curve, though single readings can be large; an effect the other way counts as inactive or inconclusive.

entry	canonical_smiles	Tau filament bind	HBB splicing	HADH2 inh	UbGFP stabilizer	Hsp90 Hop PPI	ERK AVP block
1	O=C(O)CCc1ccc(-c2ccc(F)cc2)n1Cc1ccco1	-5%	-0.7%	-24%	8%	-3%	-30%
2	CCOC(=O)N1CCC(NC(=O)C2CCN(c3ccc(N4CCOCC4)nn3)CC2)CC1	-2%	0.8%[0.369 µM]	-3%	/	3%	-5%
3	CC1(C)CC(=O)C=C(NCc2cccs2)C1	9%	-0.4%	0%	-14%	-4%	-1%
4	CCCOC(=O)c1ccc(-n2nnnc2SCC(=O)N2CCCCC2)cc1	41%	-3.3%	-3%	0%	5%	14%
5	COc1ccc(OCC(=O)Nc2ccccc2OC(F)F)cc1	-8%	-1.1%	0%	-2%	?	0%
6	Cc1cc(C(=O)OCC(=O)N2CCN(C(=O)c3ccco3)CC2)c(C)n1-c1ccc(F)cc1	10%	-3.8%[57.5 µM]	11%	-2%	-2%	-11%
7	O=C(Cn1nc(-c2ccccc2)c2ccccc2c1=O)Nc1ccccn1	6%	-4.2%	0%	3%	-3%	-7%
8	Cc1cc(C)nc(N2CCCC(C(=O)Nc3ccc4c(c3)OCO4)C2)n1 (centres undefined)	-6%	/	7%	-5%	0%	-6%
9	CC(C)CCn1c(N2CCC(C(N)=O)CC2)nc2c1c(=O)[nH]c(=O)n2C	-4%	1.5%	0%	1%	-1%	-28%
10	CCNCCNC(=O)c1c(O)c2cccc3c2n(c1=O)CCC3	32%	/	4%	-3%	6%	10%

entry	FLuc inh	Epigenetic mod	CRE Fsk mod	Pol III holo inh	15-hLO inh
1	3%	5%	-6%	-13%	-20%
2	0%	0%	?	5%	-4%
3	0%	5%	-1%	-2%	8%
4	0%	0%	-5%	1%	2%
5	1%	0%	-6%	9%	-3%
6	2%	0%	18%	-2%	3%
7	2%	2%	2%	-1%	0%
8	-1%	2%	-3%	-2%	10%
9	5%	1%	11%	0%	-14%
10	3%	0%	?	-5%	9%

At a glance, some entries already given.
entry	canonical_smiles	Tau filament bind	HBB splicing	HADH2 inh	UbGFP stabilizer	Hsp90 Hop PPI	ERK AVP block
1	O=C(O)CCc1ccc(-c2ccc(F)cc2)n1Cc1ccco1	-5%	-0.7%	-24%	8%	-3%	-30%
2	CCOC(=O)N1CCC(NC(=O)C2CCN(c3ccc(N4CCOCC4)nn3)CC2)CC1	-2%	0.8%[0.369 µM]	-3%	/	3%	-5%
3	CC1(C)CC(=O)C=C(NCc2cccs2)C1	9%	-0.4%	0%	-14%	-4%	-1%
4	CCCOC(=O)c1ccc(-n2nnnc2SCC(=O)N2CCCCC2)cc1	41%	-3.3%	-3%	0%	5%	14%
5	COc1ccc(OCC(=O)Nc2ccccc2OC(F)F)cc1	-8%	-1.1%	0%	-2%	?	0%

entry	FLuc inh	Epigenetic mod	CRE Fsk mod	Pol III holo inh	15-hLO inh
1	3%	5%	-6%	-13%	-20%
2	0%	0%	?	5%	-4%
3	0%	5%	-1%	-2%	8%
4	0%	0%	-5%	1%	2%
5	1%	0%	-6%	9%	-3%

Continuation.
entry	canonical_smiles	Tau filament bind	HBB splicing	HADH2 inh	UbGFP stabilizer	Hsp90 Hop PPI	ERK AVP block
11	COCCn1c(SCC(=O)c2[nH]c(C)c(C(C)=O)c2C)nc2ccccc21	-12%	-3.8%	-7%	-1%	-9%	?
12	Cc1[nH]c(C)c2c(=O)n(-c3ccccc3)ncc12	-3%	0.2%	12%	-4%	-7%	-9%
13	O=C1CS/C(=C/C(=O)c2ccccc2)N1	3%	0.0%[9.22 µM]	-13%	4%	0%	5%
14	Cc1cc(NC(=O)CSc2nc(-c3ccccc3)c(C#N)c(=O)[nH]2)no1	-3%	-0.5%	-10%	-3%	-4%	-11%
15	Cc1nccn1CCC(=O)O	-11%	2.3%	7%	-4%	-1%	1%
16	CCOC(=O)C(C)(C)Sc1nc2c(cnn2-c2ccc(C)cc2)c(=O)[nH]1	-2%	-2.0%	-6%	5%	-6%	25%
17	O=C(NCc1ccco1)c1cc2n(n1)C(C(F)(F)F)CC(c1ccc(Cl)c(Cl)c1)N2 (centres undefined)	-1%	/	20%	-6%	-4%	-1%
18	CCN(CC)C(=O)CSc1nc2ccccc2c(=O)n1-c1cccc(OC)c1	1%	0.6%	5%	-2%	1%	-6%
19	O=C(CCC1CCCCC1)NCc1ccncc1	-1%	2.4%	-3%	1%	-7%	-12%
20	O=C(COC(=O)Cc1cn2ccsc2n1)NC12CC3CC(CC(C3)C1)C2	10%	0.1%[57.5 µM]	-7%	0%	-3%	?

entry	FLuc inh	Epigenetic mod	CRE Fsk mod	Pol III holo inh	15-hLO inh
11	-1%	1%	?	-1%	-11%
12	-15%	-3%	11%	-6%	-3%
13	-7%	11%	-4%	-10%	2%
14	0%	-1%	-2%	-1%	9%
15	1%	-1%	-10%	-4%	-1%
16	0%	-3%	?	0%	-14%
17	2%	-2%	11%	-5%	-6%
18	-4%	-4%	?	2%	-19%
19	0%	-3%	4%	-4%	-5%
20	-1%	-1%	11%	2%	-1%

More entries
entry	canonical_smiles	Tau filament bind	HBB splicing	HADH2 inh	UbGFP stabilizer	Hsp90 Hop PPI	ERK AVP block
21	Fc1ccc(Cc2nnc(-c3cccs3)o2)cc1	-6%	1.1%	1%	-9%	0%	-13%
22	Cc1nc(SCC(=O)Nc2c(C)n(C)n(-c3ccccc3)c2=O)[nH]c(=O)c1Cc1ccccc1	-16%	2.2%	-1%	0%	-3%	7%
23	Cc1ccc(N=C(c2cccs2)N2CCOCC2)cc1	-8%	-1.3%	-3%	-3%	-1%	8%
24	CS(=O)(=O)N1CCC2(CCN(Cc3nccs3)CC2)CC1	12%	0.0%	1%	-6%	-7%	13%
25	O=c1c(-c2ccccc2)nc2cnc(N3CCOCC3)nc2n1C[C@H]1CCCO1	12%	-0.5%	14%	-1%	-6%	11%
26	CC(=O)c1cccc(NC(=O)N[C@@H](CC(C)C)C(=O)O)c1	5%	-1.3%[57.5 µM]	8%	-3%	-1%	-6%
27	O=C(COC(=O)C1c2ccccc2Oc2ccccc21)Nc1ccc2c(c1)OCO2	-4%	0.3%[57.5 µM]	?	2%	-5%	-8%
28	c1ccc(OCCCn2nnc(-c3ccncc3)n2)cc1	-7%	/	-12%	0%	-1%	12%
29	CC1(C)CC(=O)C2=C(C1)OC(N)=C(C#N)C2c1ccccc1 (centres undefined)	-5%[11.4 µM]	-1.9%[0.0738 µM]	8%[11.4 µM]	-10%[9.17 µM]	-2%[11 µM]	1%
30	N#Cc1nc(-c2cccs2)oc1NCCCN1CCOCC1	-8%	0.5%	25µM*	-3%	-4%	-16%

entry	FLuc inh	Epigenetic mod	CRE Fsk mod	Pol III holo inh	15-hLO inh
21	-19%	1%	0%	-4%	5%
22	2%	-3%	-13%	1%	6%
23	?	1%	-1%	-4%	-11%
24	1%[11.4 µM]	-2%[9.22 µM]	4%	-6%	8%
25	1%[11.4 µM]	-2%[9.22 µM]	2µM*	-5%	-5%
26	0%	-2%	4%	1%	13%
27	-1%	1%	-13%	-5%	-23%
28	4%	-1%	2%	-5%	12%
29	1%	-2%	?	-1%[11.4 µM]	-8%[11.4 µM]
30	-1%	-2%	19%	1%	9%

Other entries follow.
entry	canonical_smiles	Tau filament bind	HBB splicing	HADH2 inh	UbGFP stabilizer	Hsp90 Hop PPI	ERK AVP block
31	COc1ccc(-c2cc3nc4c(c(=O)n3[nH]2)CCC4)cc1	1%	-0.6%	?	8%	?	1%
32	CCOC(=O)c1c(C)nc(-c2ccccc2)nc1NC(=O)CC	-5%	-0.1%	9%	9%	13%	-10%
33	Cc1cc(NC(=O)COC(=O)c2n[nH]c3ccccc23)no1	1%	-0.8%	-5%	4%	-3%	-2%
34	COc1ccc(N(CC(=O)NCc2ccccc2)S(=O)(=O)c2c(C)noc2C)cc1	-12%	-1.7%	0%	-6%	-1%	9%

entry	FLuc inh	Epigenetic mod	CRE Fsk mod	Pol III holo inh	15-hLO inh
31	-8%	0%	?	-2%	-5%
32	-2%	-2%	20%	-6%	6%
33	-5%	-4%	?	4%	5%
34	1%	-3%	?	-3%	3%

A portion of the library; count on the stated rates, not on these rows.
